RMI FANCM FP: blocks RMI1/RMI2 complex binding to FANCM MM2 peptide; Fluorescence polarization, RMI core complex with F-MM2 peptide; active compounds read low; FP signal (polarization) at 33 µM; 70,000 tested, 0.58% active; AID 1159607; in the data active = FP signal below about 40; note: inactives centre near 61; strong numbers were not always called active; unit not given here
* = called active by the depositor; & = joins results of further samples. Not all compounds are listed; rates above refer to the full screens.

RMI FANCM FP | structure
53 | Cc1ccc(-c2ccc(/C=C(\C#N)C(N)=S)o2)c([N+](=O)[O-])c1
61 | CC(C)c1nnc(C2CCN(C(=O)/C=C/c3ccccc3)CC2)o1
59 | CC1S/C(=N/N=C/C23CC4CC(CC(C4)C2)C3)NC1=O (stereo not given)
53 | CCOC(=O)CSc1sc(C(=O)OCC)c(C)c1C#N
61 | O=C(CN1CCN(Cc2nc(-c3cccs3)cs2)CC1)N1CCc2ccccc21
78 | CCCCOc1ccccc1-c1cc2c(SCC(=O)Nc3ccc(C)cc3Cl)nccn2n1
71 | COc1ccc([N+](=O)[O-])cc1N1CCCCC1=O
61 | Cc1nn(S(=O)(=O)c2c(C(C)C)cc(C(C)C)cc2C(C)C)c(C)c1Sc1ccc(Cl)cc1
55 | COC(=O)NCC(c1ccco1)N1CCN(c2ccc(OC)cc2)CC1 (stereo not given)
60&57 | CC(C)(Oc1ccc(C2CC2(Cl)Cl)cc1)C(=O)O (stereo not given)
79 | O=C(/C=C/c1cccs1)N(CCn1cccn1)c1nc2ccccc2s1
67 | O=C(COc1ccc(Cl)cc1Cl)NCCn1nc(-c2cccnc2)ccc1=O
91 | CSc1nc2ccc3nc(NC(=O)CCc4ccccc4)sc3c2s1
67 | CC(=O)N1CCN(c2c(C)cnc3c2c(=O)n(CC(=O)N2CCc4ccccc42)c(=O)n3C)CC1
63 | C#CC1(OCC(O)CN2CCN(C(=O)OCC)CC2)CCCCC1 (stereo not given)
56 | Cc1cc(C)n(-c2ccc(Nc3ccc(NS(=O)(=O)c4ccc(Br)cc4)cc3)nn2)n1
57 | CCN1C(=O)NC2(CCN(S(=O)(=O)c3cccc(C(F)(F)F)c3)CC2)C1=O
57 | Cc1ccc(C)c(NC(=O)CSC2=NCCS2)c1
84 | COc1ccccc1CNC(=O)Cn1cnc2c(-c3ccc(Cl)cc3)csc2c1=O
56 | CC1=NN(c2cc(Cl)cc(Cl)c2)C(=O)CC1
68 | C=Cc1ccc(CSc2n[nH]c(=O)c3cc(-c4ccco4)nn23)cc1
61 | CCOC(=O)CNC(=O)c1ccc(SCC)cc1
55 | COc1ccccc1NC(=O)C(=O)NC1CC1
59 | COCCCNC(=O)CSc1nc2ccccc2c(=O)n1CCNC(C)=O
58 | O=C(CSc1nnc2sc3ccccc3n12)N1CCOCC1
58 | N#CCCS(=O)(=O)c1ccc(F)cc1
61 | CCC(=O)Nc1ccc(S(=O)(=O)N2CCN(CCn3nc(-c4ccccc4)ccc3=O)CC2)cc1
83 | Cc1nc(Sc2ccccc2)c2c3c(sc2n1)CCC3
66 | CC1CCc2nc(NC(=O)c3ccc(S(=O)(=O)N(C)CC4CCCO4)cc3)sc2C1 (stereo not given)
115 | O=C(CCCS(=O)(=O)c1ccc(F)cc1)Nc1nc2c(s1)CSc1ccccc1-2

Compounds above that contain a nitro group on carbon, in the order listed:
RMI FANCM FP | structure
53 | Cc1ccc(-c2ccc(/C=C(\C#N)C(N)=S)o2)c([N+](=O)[O-])c1
71 | COc1ccc([N+](=O)[O-])cc1N1CCCCC1=O

(more compounds)
RMI FANCM FP | structure
64 | CC(=O)Nc1ccc(NC(=O)Cc2csc(SCC(=O)Nc3cccc(NC(C)=O)c3)n2)cc1
54 | CC(=O)Nc1cccc(OCCCNC(=O)c2ccc(C(C)(C)C)cc2)c1
52 | CCOC(=O)NCc1ccc2c(c1)cc(C)n2C
55 | Clc1ccc(Sc2cn[nH]c2-c2ccc3c(c2)OCCO3)cc1
62 | CC(=O)Nc1ccc(SCc2ccccn2)nn1
56 | O=C(C1c2ccccc2Oc2ccccc21)N1CCC(Cc2ccccc2)CC1
64 | COc1ccccc1N1CCN(CCNC(=O)CCc2ccccc2)CC1
55 | Cc1ccc(S(=O)(=O)NC(=O)N2CCCN(c3c(Cl)cncc3Cl)CC2)cc1
67 | Oc1[nH]c(=S)sc1N=Nc1ccc(F)cc1F
58 | CC(C)(C)c1nnc(N/N=C\c2ccccc2O)n(N)c1=O
64 | COc1cccc(OCC(=O)Nc2nnc(Cc3ccc(SC)cc3)o2)c1
60 | COc1cc(OC)c(NC(=O)Cn2c(=O)n(Cc3ccccc3)c(=O)c3nccnc32)cc1Cl
52 | O=C1c2ccccc2-c2c1cnc1c(-c3ccccc3)cnn21
71 | CCc1nnc2ccc(N3CCN(C(=O)Nc4ccc(Cl)c(Cl)c4)CC3)nn12
59 | O=S1(=O)C=CC(Nc2ccc(Oc3ccccc3)cc2)C1 (stereo not given)

Grouped by structure: the compounds so far containing a halogen (15)
RMI FANCM FP | structure
78 | CCCCOc1ccccc1-c1cc2c(SCC(=O)Nc3ccc(C)cc3Cl)nccn2n1
61 | Cc1nn(S(=O)(=O)c2c(C(C)C)cc(C(C)C)cc2C(C)C)c(C)c1Sc1ccc(Cl)cc1
60&57 | CC(C)(Oc1ccc(C2CC2(Cl)Cl)cc1)C(=O)O (stereo not given)
67 | O=C(COc1ccc(Cl)cc1Cl)NCCn1nc(-c2cccnc2)ccc1=O
56 | Cc1cc(C)n(-c2ccc(Nc3ccc(NS(=O)(=O)c4ccc(Br)cc4)cc3)nn2)n1
57 | CCN1C(=O)NC2(CCN(S(=O)(=O)c3cccc(C(F)(F)F)c3)CC2)C1=O
84 | COc1ccccc1CNC(=O)Cn1cnc2c(-c3ccc(Cl)cc3)csc2c1=O
56 | CC1=NN(c2cc(Cl)cc(Cl)c2)C(=O)CC1
58 | N#CCCS(=O)(=O)c1ccc(F)cc1
115 | O=C(CCCS(=O)(=O)c1ccc(F)cc1)Nc1nc2c(s1)CSc1ccccc1-2
55 | Clc1ccc(Sc2cn[nH]c2-c2ccc3c(c2)OCCO3)cc1
55 | Cc1ccc(S(=O)(=O)NC(=O)N2CCCN(c3c(Cl)cncc3Cl)CC2)cc1
67 | Oc1[nH]c(=S)sc1N=Nc1ccc(F)cc1F
60 | COc1cc(OC)c(NC(=O)Cn2c(=O)n(Cc3ccccc3)c(=O)c3nccnc32)cc1Cl
71 | CCc1nnc2ccc(N3CCN(C(=O)Nc4ccc(Cl)c(Cl)c4)CC3)nn12

Following part:
RMI FANCM FP | structure
71 | Cc1ccc(-c2csc(-c3nnn(-c4ccccc4)c3C)n2)c(C)c1
54 | O=c1nc(SCc2c(F)cccc2Cl)c2c(n1Cc1ccncc1)CCC2
68 | CCOC(=O)c1sc(NC(C)=O)nc1-c1ccccc1
72 | O=C(NCCCN1CCOC(c2ccccc2)C1)C(=O)NCc1cccs1 (stereo not given)
58 | O=C(NCCc1c[nH]c2ccccc12)C(=O)NCc1ccc(F)cc1
56 | CCCc1cc(=O)[nH]c2nnc(SCC(=O)c3ccc(OC)cc3)n12
55 | CCOC(=O)c1n[nH]n(-c2cc(C(F)(F)F)cc(C(F)(F)F)c2)c1=O
54 | CN(C(=O)CN1CCOCC1)n1cnc2ccsc2c1=O
68 | CCn1nc(C(=O)Nc2cc(C)nn2-c2nc3ccccc3s2)cc1C
62 | Cc1ccc(-c2nc(COC(=O)c3nnn(-c4ccc(F)cc4C)c3C)c(C)o2)cc1
66 | Cc1ccc(C(=O)CSc2nccn(-c3ccc(C)cc3)c2=O)cc1
72 | O=C(Nc1ccc(SCc2ccccc2F)nn1)c1cccs1
69 | CCOC(=O)Cn1c(=NC(=O)c2ccn(C)n2)sc2cc3c(cc21)OCO3
72 | COC(=O)c1c(NC(=O)c2ccc3c(c2)OCCO3)sc2c1CCCC2
54 | O=[N+]([O-])c1ccc(-c2nc(-c3cccc([N+](=O)[O-])c3)no2)cc1
59 | Cn1cccc(C(=O)Nc2ccc(CN3CCN(c4ccccn4)CC3)cc2)c1=O
71 | COc1cc2c(cc1OC)C(COc1ccc(C(C)C)cc1)NCC2 (stereo not given)
57 | Cc1cc(C(C)(C)C)c(O)c(C(C)(C)C)c1
70 | COc1ccc(C(=O)Nc2nc3c(OC)cccc3s2)cc1
60 | c1coc(-c2nnc3sc(-c4csc5c4CCCC5)nn23)c1
87 | Cc1ccc(-c2csc(-n3ncc(C#N)c3N)n2)cc1
62 | COc1cccc(-c2noc(CN3C(=O)COc4ccccc43)n2)c1OC
51 | O=C(NCC1COC2(CCCC2)O1)C1CCCCC1 (stereo not given)
74 | Cc1ccc(C)c(CSc2ccc(NC(=O)C3CC3)nn2)c1
101 | Cc1ccc(NC(=O)CSc2ncc(-c3ccc(F)cc3)o2)c(Cl)c1
59 | COc1cc(C2NC(=O)C(C#N)=C(Nc3cccc(C)c3)S2)ccc1O (stereo not given)
59 | O=C(CSc1ncnc2c1nnn2Cc1ccc(F)cc1)OCc1ccccc1
55 | N#Cc1c(Cl)cccc1-n1ccnc1
61 | NC(=O)C1CCN(CC(O)COc2ccc(Cl)c(Cl)c2)CC1 (stereo not given)
65 | COc1ccc(C)cc1S(=O)(=O)NCCn1nc(-c2ccncc2)ccc1=O
51 | CCCc1cc(N2CCN(c3cc(C)ccn3)CC2)n2c(nc3ccccc32)c1C#N
57 | NC(=O)c1oc2ccccc2c1NC(=O)CCCSc1ccc(F)cc1
64 | O=C(CCc1csc(NC(=O)Nc2ccccc2)n1)Nc1ccc(F)cc1
52 | COc1ccccc1-n1ccnc(SCC(=O)Nc2ccccc2Cl)c1=O
53 | Cc1c(C)c(C)c(C(=O)/C=N\N)c(C)c1C
62 | CCOc1cc(C2CC(=O)N3CN(Cc4ccco4)CSC3=C2C#N)cc(Br)c1O (stereo not given)
72 | O=C(CSc1nc2sc3c(c2c(=O)n1-c1ccccc1)CCCC3)Nc1cccc(-c2nc3ccccc3s2)c1
63 | CC(C)NC(=O)c1ccc(Cn2c(SCC#N)nc3cc4c(cc3c2=O)OCO4)cc1
60 | O=S(=O)(c1cccc(C(F)(F)F)c1)N1CCN(c2ccc(Cl)c(Cl)c2)CC1
61 | COC(=O)c1ccc(N=Nc2c(-c3ccccc3)[nH]n(-c3nc(-c4ccc(OC)cc4)cs3)c2=O)cc1
45 | O=S(=O)(NNc1ncccc1-n1cccc1)c1cc(Br)c(Br)s1
63 | COc1ccc(C(=O)/C(C#N)=C/N2CCc3ccccc3C2)cc1
89 | CCSc1ccc(C(=O)Nc2cc([N+](=O)[O-])ccc2OC)cc1
54 | O=C1CCC(=O)N1CNc1cc(C(F)(F)F)cc(C(F)(F)F)c1
44 | Cc1cnc(N)c(C)n1
59 | NS(=O)(=O)c1ccc(NC(=S)Nc2cccc(Cl)c2Cl)cc1
64 | COc1ccc(/C=c2\sc3nc(-c4ccncc4)nn3c2=O)cc1OC
59 | Cn1nc(C(C)(C)C)c(NC(=O)c2cccs2)c1C(C)(C)C
55 | N#CC1=C(O)c2ccccc2N(S(=O)(=O)c2ccc(Cl)cc2)CC1
55 | O=C(NCc1ccc(-c2cccs2)s1)NC(=O)c1ccc(Cl)cc1
66 | CC(C)c1cccc2sc(NCc3ccccn3)nc12
60 | CC12CCC(C(=O)Nc3ccc(Cl)cn3)(OC1=O)C2(C)C (stereo not given)
75 | Cc1ccc(NC(=O)C(=O)NCC2CCN(Cc3ccco3)CC2)cc1Cl
55 | COc1ccccc1N1CCN(S(=O)(=O)CCNC(=O)c2ccc(Br)o2)CC1
95 | O=C(COC(=O)c1cccc([N+](=O)[O-])c1)c1ccc(NC(=O)c2ccccc2)cc1
63 | O=C(CCc1ccccc1)NNC(=O)c1ccc(=O)n(Cc2ccccc2)c1
70 | CSc1ccc(NC(=O)c2ccc(S(=O)(=O)N3CCOCC3)cc2)nn1
70 | Cn1c(SCC(=O)NCc2ccccc2)nc2cc(-c3ccccc3)sc2c1=O
83 | Cc1cc(C)c(C#N)c(SCCC(=O)NCCc2ccccc2)n1
60 | Cc1ccc(/C=C2\SC(=S)N(CCCCCC(=O)Nc3nc4ccccc4s3)C2=O)cc1

Next compounds follow.
RMI FANCM FP | structure
55 | CSc1cccc(NC(=S)N2CCCCC2CCN2CCOCC2)c1 (stereo not given)
61 | CN(C)c1c(F)cc(C(=O)NC(=O)Nc2cc(C(F)(F)F)cc(C(F)(F)F)c2)cc1F
50 | COc1ccc(-n2nnnc2CNC(=O)Nc2cccs2)cc1
59 | COc1ccc(C(=O)NC(Nc2c(C)n(C)n(-c3ccccc3)c2=O)C(Cl)(Cl)Cl)cc1 (stereo not given)
56 | Cn1nc(C(F)(F)F)cc1-c1ccc(C=Nc2ccc(Cl)cc2)s1
56 | Cc1cc(Sc2nnc(N=CN(C)C)s2)c2ccccc2n1
67 | CCCCc1ccc2c(c1)sc(=NC(=O)c1ccn(C)n1)n2CC(=O)OC
65 | CC(C)N(Cc1ccc(N(C)C)cc1)S(=O)(=O)c1ccc(F)cc1
140 | CCOc1ccccc1N/N=C(/C#N)c1nc(-c2cccc([N+](=O)[O-])c2)cs1
142 | COc1ccc(C(=O)C(C)OC(=O)c2cc(=O)[nH]c3ccccc23)cc1 (stereo not given)
63 | Cn1c(SCc2ccccn2)nnc1-c1cccn(C)c1=O
80 | COc1cccc(NC(=O)CSc2ncnc3sc(C)c(-c4ccc(Cl)cc4)c23)c1
62 | O=C(Cc1cccs1)N(c1ccc(Br)cc1)C1C=CS(=O)(=O)C1 (stereo not given)
71 | CCOc1ccc(Nc2c(C#N)cnc3ccc(OCC)cc23)cc1
65 | COc1ccc(-c2noc(CSc3nc4ccsc4c(=O)n3CC(C)C)n2)cc1OC
65&63 | COc1cc(S(C)=O)ccc1-c1nc2ncccc2[nH]1 (stereo not given)
72 | CCc1ccc(OCC(=O)Nc2nc3ccc(S(=O)(=O)N(C)C)cc3s2)cc1
72 | COc1ccc(CCNC(=O)c2cccc(NS(=O)(=O)c3cccc(F)c3)c2)cc1OC
63 | N#Cc1sc2nc3ccccc3n2c1N
60 | CC(=O)N1CCC(C(=O)O)CC1
61 | C=CCc1cc(C)ccc1OCC(O)Cn1cnc2ccccc21 (stereo not given)
112 | COC(=O)c1ccc(NC(=O)Cn2ncn3nc(-c4ccc(F)cc4)cc3c2=O)cc1
53 | N/C(=N/O)c1cccc([N+](=O)[O-])c1
52 | CC(C(=O)NC1=NN(c2ccccc2)C(=O)C1)N1C(=O)c2ccccc2S1(=O)=O (stereo not given)
56 | CCOC(=O)/C(C#N)=C/Nc1ccc(S(=O)(=O)c2ccc(N/C=C(\C#N)C(=O)OCC)cc2)cc1
60 | Brc1c(CSc2nnc(-c3ccccc3)o2)nc2ccccn12
59 | Cc1c(NC(=O)Cc2csc(NC(=O)Nc3cccc(Cl)c3)n2)c(=O)n(-c2ccccc2)n1C
56 | COc1cn(CC(=O)Nc2cccc(C)c2)c(CN2CCN(C(C)=O)CC2)cc1=O
52 | O=C(/C=C\c1ccc2c(c1)OCO2)OCc1cc(-c2cccs2)on1
60 | CCCCC[C@H](O)/C=C/[C@@H]1[C@@H](C/C=C\CCCC(=O)O)[C@@H](O)C[C@H]1O

Screening data as filed in PubChem BioAssay.
